Assay outcomes as filed in PubChem.
PAFAH1B2 FP inh = PAFAH1B2 enzyme inhibitors, primary screen, biochemical, fluorescence polarization, human; inhibition, % at 3.39 µM; 340,000 tested, 1.2% active; recombinant PAFAH1B2, FP-rhodamine activity probe;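 active means inhibition above the mean of all tested compounds plus 3 SD, cut at about 24% in these data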;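 further: 0% = enzyme with DMSO and 100% = wells lacking PAFAH1B2; many of its hits are not listed in these tables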
Target sequence (P68402 whole entry, looked up): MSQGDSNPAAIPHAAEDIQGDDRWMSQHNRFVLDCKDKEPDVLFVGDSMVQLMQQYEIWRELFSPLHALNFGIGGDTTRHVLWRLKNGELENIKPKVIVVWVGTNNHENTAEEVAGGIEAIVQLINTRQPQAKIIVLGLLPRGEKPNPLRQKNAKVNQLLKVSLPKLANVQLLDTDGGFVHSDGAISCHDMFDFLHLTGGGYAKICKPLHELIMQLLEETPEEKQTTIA
PAFAH2 inh = PAFAH2 enzyme inhibitors, primary screen, biochemical, fluorescence polarization, human; Platelet-activating factor acetylhydrolase 2, cytoplasmic (Homo sapiens), Q99487; 340,000 tested, 0.99% active; inhibition, % at 3.39 µM; recombinant PAFAH2, FP-rhodamine activity probe;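 active means inhibition above the mean over all tested compounds plus 3 SD, cut at about 30% in these data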;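 further: inhibitors block probe labeling of enzyme so polarization drops; 0% = enzyme with DMSO and 100% = wells lacking PAFAH2 protein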
PAFAH1B3 inh = PAFAH1B3 enzyme inhibitors, primary screen, biochemical, fluorescence polarization, human; 340,000 tested, 0.28% active; AID 492972, 2010; inhibition, % at 3.39 µM; recombinant PAFAH1B3, FP-rhodamine probe;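 active means inhibition above the screen-wide average of all tested compounds plus 3 SD, cut at about 25% in these data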;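 further: 0% = enzyme with DMSO only and 100% = wells lacking PAFAH1B3 protein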
GSTO1 counter = inhibitors of recombinant GSTO1, primary screen, counter-screen for RBBP9 inhibitor project, biochemical, fluorescence polarization | Glutathione S-transferase omega-1 (Homo sapiens), P78417 | activity-based probe fluorescence polarization | inhibition, % at 5.96 µM | 300,000 tested, 1.1% active | AID 1974, 2009;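 active means inhibition above the campaign mean inhibition plus 3 SD, cut at about 35% in these data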;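 further: 0% = GSTO1-1 with DMSO and 100% = wells lacking GSTO1-1 enzyme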
Target sequence (P78417 whole entry, looked up): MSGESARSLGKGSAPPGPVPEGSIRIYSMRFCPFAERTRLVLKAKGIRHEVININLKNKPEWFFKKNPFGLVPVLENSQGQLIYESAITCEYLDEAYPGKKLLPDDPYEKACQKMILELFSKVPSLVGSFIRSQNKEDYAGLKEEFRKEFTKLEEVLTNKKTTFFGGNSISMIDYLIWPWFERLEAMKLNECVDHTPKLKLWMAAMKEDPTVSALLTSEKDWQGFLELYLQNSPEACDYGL
PAD4 inh = human PAD4 inhibitors, primary screen, biochemical, fluorescence polarization, 1536-well format. recombinant PAD4, RCA probe fluorescence polarization. inhibition, % at 6.36 µM. 330,000 tested, 0.41% active. AID 485272, 2010;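 active means percent inhibition above a cutoff equal to the mean of all tested compounds plus 3 SD, cut at about 15% in these data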;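 further: 0% = PAD4 with RCA probe and DMSO and 100% = probe without PAD4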
PME-1 inh = PME-1 inhibitors via competitive probe labeling, primary screen, biochemical, fluorescence polarization, FP-Rh probe, HTS. recombinant PME-1. AID 2130, 2009. 320,000 tested, 0.53% active. inhibition, % at 5.9 µM;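 active means inhibition above the campaign mean of all compounds plus 3 SD, cut at about 26% in these data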;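 further: competitive labeling of PME-1 active site by serine hydrolase directed probe; 0% = PME-1 with DMSO and 100% = wells lacking PME-1 enzyme; inhibitors block probe labeling so polarization falls and inhibition rises; many of its hits are not listed in these tables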
LYPLA1 inh = LYPLA1 inhibitors, primary screen, counter-screen for PME1 inhibitor project, biochemical, fluorescence polarization, FP-Rh probe ABPP. recombinant LYPLA1. inhibition, % at 5.9 µM. 320,000 tested, 0.16% active;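 active means inhibition above the mean of all tested compounds plus 3 SD, set per campaign, cut at about 14% in these data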;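 further: inhibitors block serine hydrolase probe labeling of LYPLA1 so polarization falls; 0% = enzyme with DMSO and 100% = wells lacking LYPLA1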
Target sequence (O75608 whole entry, looked up): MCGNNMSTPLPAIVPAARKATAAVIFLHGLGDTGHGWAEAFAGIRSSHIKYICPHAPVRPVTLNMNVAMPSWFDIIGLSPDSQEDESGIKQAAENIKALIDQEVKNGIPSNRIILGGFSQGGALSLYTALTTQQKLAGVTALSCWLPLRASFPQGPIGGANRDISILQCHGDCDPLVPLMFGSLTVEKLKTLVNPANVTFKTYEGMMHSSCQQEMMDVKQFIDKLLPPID
pPAFAH inh = pPAFAH enzyme inhibitors, primary screen, biochemical, fluorescence polarization, human; Platelet-activating factor acetylhydrolase (Homo sapiens), Q13093; recombinant pPAFAH, FP-rhodamine probe fluorescence polarization; inhibition, % at 3.39 µM; 330,000 tested, 1.5% active;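 active means inhibition above the mean inhibition across the screen plus 3 SD, cut at about 25% in these data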;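 further: inhibitors block binding of the rhodamine activity-based probe so polarization drops; 0% = enzyme with DMSO and 100% = wells lacking pPAFAH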
LYPLA2 counter = LYPLA2 inhibitors, primary screen, counter-screen for PME1 inhibitor project, biochemical, fluorescence polarization, FP-Rh probe ABPP; Acyl-protein thioesterase 2 (Homo sapiens), O95372; recombinant LYPLA2; inhibition, % at 5.9 µM; 320,000 tested, 0.38% active;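 active means inhibition above the screen-wide mean plus 3 SD, limit set per campaign, cut at about 26% in these data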;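 further: 0% = LYPLA2 with DMSO and 100% = wells lacking LYPLA2 enzyme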
Target sequence (O95372 whole entry, looked up): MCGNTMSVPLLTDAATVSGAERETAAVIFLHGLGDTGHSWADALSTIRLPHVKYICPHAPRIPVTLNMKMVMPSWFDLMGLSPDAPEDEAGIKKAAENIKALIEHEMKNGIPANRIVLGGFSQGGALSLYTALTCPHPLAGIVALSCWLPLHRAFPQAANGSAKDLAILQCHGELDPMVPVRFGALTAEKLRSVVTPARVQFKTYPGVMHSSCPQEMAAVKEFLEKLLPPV
* hit, by the source's call; . = no result given.

SMILES | PAFAH1B2 FP inh | PAFAH2 inh | PAFAH1B3 inh | GSTO1 counter | PAD4 inh | PME-1 inh | LYPLA1 inh | pPAFAH inh | LYPLA2 counter
C=CCN1C(=O)N(c2ccc(Cl)cc2)C(=O)C1CC(=O)Nc1ccc(F)cc1 (stereo not given) | 6 | -4 | 0 | 16 | -5 | -4 | -3 | -6 | -8
COc1ccc(/C=C/C(=O)O/N=C(\N)c2ccccn2)cc1OC | 6 | 18 | 7 | . | -1 | . | . | 3 | .
CCc1ccc(CN(C)C(=O)C2CCC(=O)N(CC3CCCCC3)C2)cc1 (stereo not given) | 4 | 7 | 12 | -2 | 1 | 7 | -3 | -1 | 1
CC1CCCCN1CCNC(=O)C1CCN(S(=O)(=O)c2cccc3nsnc23)CC1 (stereo not given) | -3 | -5 | 8 | 0 | 0 | 0 | 3 | 1 | 3
COc1cc2c(cc1OC)C(CSc1ccccc1C(=O)O)=NC(C)(C)C2 | 10 | 9 | 5 | 9 | 7 | 2 | 1 | 2 | 0
Oc1ccc2ccccc2c1CN1CCCC1 | 2 | -1 | 6 | 9 | 2 | 4 | -2 | 6 | 1
CN(O)C(=O)Nc1ccc([N+](=O)[O-])cc1 | 1 | 0 | 1 | 5 | 0 | 0 | 1 | 1 | 7
CC(=O)c1ccc(S(=O)(=O)N2CCc3ccccc3C2)cc1 | 0 | -12 | -3 | 1 | 2 | 2 | 2 | 1 | -1
Cn1c(SCc2cccc(C#N)c2)nc2ccccc2c1=O | -1 | 4 | 6 | 2 | 1 | 4 | -8 | 4 | 1
Cc1nnc(SCc2nc3ccccc3s2)n1-c1ccccc1 | -1 | -9 | 2 | -7 | -2 | -1 | -1 | 5 | 2
Cc1cc(C)c(NC(=O)CSc2ccc(-c3ccccn3)nn2)c(C)c1 | 5 | 4 | 0 | -3 | 0 | 1 | -2 | -7 | -2
CCN(CC)S(=O)(=O)c1ccc(N=NC2=C(O)CC(C)(C)CC2=O)cc1 | -4 | 1 | 5 | -3 | 1 | 0 | -1 | 6 | 6
COc1cccc(-c2nc3ccc(O)cc3c(=O)o2)c1 | 5 | 72* | 0 | 5 | -1 | -3 | -6 | -4 | -10
CCOc1ccc(CCNC(=O)CCOc2cc(C)ccc2C)cc1OCC | 6 | -6 | 7 | 0 | -1 | -1 | -3 | 6 | -2
C#CC[N+](CC)(CC)CC#Cc1ccccc1 | . | . | . | -7 | 0 | 0 | -1 | 5 | 2
O=C(Nc1ccccc1)OC1CCC2CC1CCC2OC(=O)Nc1ccccc1 (stereo not given) | -2 | -19 | 6 | -3 | -1 | -18 | -6 | 3 | -8
OC[C@H]1O[C@H](OC[C@H]2O[C@H](OC[C@H]3O[C@H](O[C@]4(CO)O[C@H](CO)[C@@H](O)[C@@H]4O)[C@H](O)[C@@H](O)[C@@H]3O)[C@H](O)[C@@H](O)[C@H]2O)[C@H](O)[C@@H](O)[C@H]1O | 3 | -3 | 13 | -3 | 2 | 0 | 0 | 1 | 1
O=c1c2ccccc2c(-c2ccc(Cl)cc2)nn1-c1ccccc1 | 0 | -2 | 2 | -3 | 1 | -4 | -5 | 2 | 1
O=C(CN1C(=O)CSC1=O)Nc1ccccc1F | 1 | -5 | 7 | 6 | -2 | 6 | 7 | 3 | 4
CCOC(=O)[C@@H]1[C@H]2COc3cc(OC)ccc3[C@@H]2N2C(=O)N(c3ccc(C)cc3)C(=O)[C@@]12C | 5 | 8 | 0 | 5 | 1 | 8 | -1 | 1 | 4
CCNS(=O)(=O)c1ccc(CCC(N)=O)cc1 | -2 | -4 | 11 | 3 | -3 | 2 | 1 | 6 | 2
COc1ccc(-n2c(SCC(=O)N3CCOCC3)nc3ccccc3c2=O)cc1 | 4 | 3 | 11 | -3 | -1 | -4 | -3 | 2 | 0
CC(C)c1cc(CN2CCOCC2)cc(C(C)C)c1O | 5 | 5 | 6 | 8 | -1 | 4 | 0 | 4 | -4
CCN1C(C(=O)c2ccccc2)=C(Nc2ccccc2C)c2ccccc2S1(=O)=O | -1 | -1 | 0 | 8 | -1 | -7 | -1 | -1 | -5
CC(Oc1ccc(F)cc1)C(=O)Nc1ccc(N2CCOCC2)cc1N1CCOCC1 (stereo not given) | 6 | 2 | 2 | -3 | 0 | 4 | 1 | 9 | 4
Cc1cccc(NC(=O)CSc2nc3ccccc3o2)c1 | 0 | 1 | 7 | -3 | 1 | -1 | -3 | 3 | 7
O=C(CCCN1C(=O)/C(=C/c2cccs2)SC1=S)Nc1ccccn1 | 1 | 1 | 5 | 7 | 2 | 2 | 0 | 1 | -3
Cc1ccccc1NS(=O)(=O)c1ccc2c(c1)n(C)c(=O)n2C | 1 | 5 | 4 | 3 | -5 | 4 | -3 | 11 | -3
O=C(NCC1CCCO1)c1ccc(Br)s1 (stereo not given) | 1 | -11 | -1 | -3 | 5 | 1 | 2 | 1 | 5
CC(Oc1ccccc1)C(=O)N1CCN(c2ccc(N3CCOCC3)nn2)CC1 (stereo not given) | -1 | 3 | 4 | 2 | -1 | 2 | 1 | -1 | -2

A draw from above in order of SMILES length, ascending:
SMILES | PAFAH1B2 FP inh | PAFAH2 inh | PAFAH1B3 inh | GSTO1 counter | PAD4 inh | PME-1 inh | LYPLA1 inh | pPAFAH inh | LYPLA2 counter
O=C(NCC1CCCO1)c1ccc(Br)s1 (stereo not given) | 1 | -11 | -1 | -3 | 5 | 1 | 2 | 1 | 5
Cc1cccc(NC(=O)CSc2nc3ccccc3o2)c1 | 0 | 1 | 7 | -3 | 1 | -1 | -3 | 3 | 7
O=c1c2ccccc2c(-c2ccc(Cl)cc2)nn1-c1ccccc1 | 0 | -2 | 2 | -3 | 1 | -4 | -5 | 2 | 1
CC(Oc1ccccc1)C(=O)N1CCN(c2ccc(N3CCOCC3)nn2)CC1 (stereo not given) | -1 | 3 | 4 | 2 | -1 | 2 | 1 | -1 | -2

The results go on.
SMILES | PAFAH1B2 FP inh | PAFAH2 inh | PAFAH1B3 inh | GSTO1 counter | PAD4 inh | PME-1 inh | LYPLA1 inh | pPAFAH inh | LYPLA2 counter
ClCc1csc(N/N=C/c2cccs2)n1 | . | . | . | 8 | -5 | 16 | -3 | 13 | 0
O=C1C=C(c2ccc3[nH]ccc3c2)CCC1 | -1 | -1 | 11 | 3 | 0 | -3 | 0 | -1 | 1
O=C(Cn1ccc(NC(=O)OCc2ccccc2)nc1=O)NCCc1c[nH]c2ccccc12 | 9 | 9 | 6 | . | -1 | 8 | 8 | 0 | 7
CCN1CCN(C(=O)c2ccc3c(c2)N(Cc2ccc(C)cc2)CCS3)CC1 | 5 | 3 | 4 | 9 | 0 | 20 | -2 | 15 | 0
CC1(C)CC1C(=O)Nc1ccc([N+](=O)[O-])cc1Br (stereo not given) | -1 | 4 | 4 | 3 | 1 | -2 | 1 | -2 | 9
Cc1ccc(C)c(OC(=O)C2CSC3(C)CCC(=O)N23)c1C (stereo not given) | -3 | -1 | 3 | . | 2 | 4 | -2 | 2 | -1
Cc1cnc(C(=O)OCC(=O)Nc2cccc(S(=O)(=O)N3CCCCC3)c2)cn1 | 3 | 1 | 6 | 2 | -1 | -3 | 1 | -4 | 0
NS(=O)(=O)c1ccc(NC(=S)NNC(=O)c2ccc(Br)o2)cc1 | -2 | 0 | -1 | -7 | -5 | 6 | -2 | 2 | 3
Nc1c(C(=O)c2ccco2)oc2ccccc12 | . | . | . | 8 | -2 | 0 | -1 | 2 | -11
CN(c1ccccc1)S(=O)(=O)c1cccc(NC(=O)Cc2n[nH]c(=O)c3ccccc23)c1 | 6 | 9 | 7 | . | -2 | 8 | -3 | -1 | -4
CCC(=O)Nc1ccc(C(=O)CSc2nnc(-c3ccccc3F)n2CCc2ccccc2)cc1 | 4 | -2 | -5 | 0 | 0 | 2 | -8 | 10 | -12
COc1ccc(C(=O)Nc2ccc(N3CCN(C(=O)c4ccccc4C)CC3)cc2)cc1 | 0 | -9 | -5 | -8 | -8 | 0 | -2 | 0 | -10
COc1cc(OC)cc(C(=O)N[C@H](C(=O)OCC(N)=O)C(C)C)c1 | 2 | -2 | 3 | -3 | -1 | 5 | 5 | 5 | 0
COc1ccc(OC)c(N=C(C)C2=C(O)COC2=O)c1 | -3 | -3 | 7 | 9 | -2 | 7 | 4 | 6 | 5
COCCN(C(=O)CNC(=O)c1ccco1)C(C(=O)NC1CCCC1)c1ccc(OC)c(OC)c1 (stereo not given) | 3 | -9 | 6 | 0 | -1 | 4 | 2 | 1 | 2
CCCCCNc1nc(-c2ccccc2)nc(-n2ccnc2)n1 | -3 | -2 | 9 | -1 | 1 | -1 | -1 | 1 | 0
CCOC(=O)c1[nH]cnc1N=Nc1c(O)ccc2ccccc12 | -17 | 2 | -16 | -6 | 2 | -7 | -10 | 7 | -25
CC(=O)N1c2ccc(S(=O)(=O)N3CCC(C(=O)Nc4cc(C)ccn4)CC3)cc2CC1C (stereo not given) | -1 | 5 | 6 | 0 | 4 | 2 | -1 | 12 | -3
N#CCC(=O)N/N=C1\CCCCC1C1CCCCC1 (stereo not given) | 20 | 0 | 1 | 0 | 0 | 2 | -2 | -2 | -9
O=C(Nc1ccc(NC(=O)c2ccc(Cl)cc2Cl)cc1)c1ccc2c(c1)OCO2 | 5 | -14 | 0 | -8 | -1 | -8 | 0 | -3 | 0
COC(=O)c1ccc(COc2ccc(-c3nnn(CC(N)=O)n3)cc2)cc1 | -23 | -40 | -32 | -3 | -5 | -13 | 0 | 0 | 4
Cc1cn(S(=O)(=O)c2cc(Br)ccc2Br)cn1 | 0 | -1 | 3 | 3 | 2 | -2 | 0 | -2 | 8
O=C(NNS(=O)(=O)c1ccccc1)c1cc2cc3ccccc3nc2s1 | 7 | 5 | 8 | -11 | -5 | -2 | -4 | -3 | -5
C/C(=N\OCC(=O)OCC(=O)NC(=O)c1ccccc1)c1ccc2c(c1)OCO2 | -3 | 9 | -1 | -1 | 3 | 7 | 8 | 8 | 6
CCOC(=O)C1CCN(c2cc(C)nc3cc(-c4cccc(F)c4)nn23)CC1 | -2 | -6 | 2 | 0 | -1 | -12 | 0 | -1 | 4
CCN(C(=O)CN1C(=O)S/C(=C\c2ccc(Cl)cc2)C1=O)C1CCS(=O)(=O)C1 (stereo not given) | 7 | 5 | 2 | 23 | 6 | -2 | -5 | -1 | 1
O=C(CSc1ncccn1)NC(=O)NCc1ccco1 | 7 | 7 | 2 | 6 | -1 | 4 | 1 | -1 | 5
COc1ccccc1C(=O)Nc1nc2ccccc2s1 | 2 | 2 | -2 | -16 | 0 | -37 | -4 | -9 | -6

Full records, quoted from the list.
Listed for Cc1cc(C)c(NC(=O)CSc2ccc(-c3ccccn3)nn2)c(C)c1 : PAFAH1B2 FP inh = 5; PAFAH2 inh = 4; PAFAH1B3 inh = 0; GSTO1 counter = -3; PAD4 inh = 0; PME-1 inh = 1; LYPLA1 inh = -2; pPAFAH inh = -7; LYPLA2 counter = -2
Listed for COc1ccc(OC)c(N=C(C)C2=C(O)COC2=O)c1 : PAFAH1B2 FP inh = -3; PAFAH2 inh = -3; PAFAH1B3 inh = 7; GSTO1 counter = 9; PAD4 inh = -2; PME-1 inh = 7; LYPLA1 inh = 4; pPAFAH inh = 6; LYPLA2 counter = 5

An excerpt; count on the stated rates, not on these rows.
